Screening data deposited in PubChem by Broad Institute.
Xi reactivation: reactivates the inactive X chromosome in mouse fibroblasts; XiGFP mouse fibroblasts, % GFP-positive cells imaging, 3 d; cells co-treated with 5-aza-dC sensitizer; scaled so ellipticine positive control = 100%; activation, % at 7.58 µM; 360,000 tested, 0.055% active;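 active = mean normalized replicate activation at least 10% and every replicate at or above 10%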;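 note: 0% = median of on-plate neutral control wells and 100% = ellipticine 6 µM median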
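Material: XiGFP fibroblasts, SV40-immortalized; Buffer or medium: DMEM containing 5-aza-dC; Compound dosing: single point; Times: 3 days compound exposure.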
C2C12 statin: protects C2C12 myotubes from simvastatin toxicity. 330,000 tested, 0.78% active. rescue of ATP level, % at 7.49 µM. ATP luminescence, 48 h; scaled: DMSO 0, geranylgeraniol control 100;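 active = mean ATP rescue above about 67%, or every replicate alone reaching that limit, limit read from the data, passing the limit was not always enough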;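 note: myotubes were challenged with 10 µM simvastatin during compound exposure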
ERAP1 inh: ERAP1 (human) enzyme inhibition. Q9NZ08. inhibition, % at 10.7 µM. 340,000 tested, 0.15% active. recombinant ERAP1, Leu-AMC fluorescence, 60 min;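 active = mean replicate inhibition of at least 30%, or all replicates individually reaching that 30% level; inactive = mean below 30% and not every replicate reaching it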;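 note: 0% = neutral control wells and 100% = L-leucinethiol positive control wells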
S100A4 MyoIIA: inhibitors of human S100A4 binding to myosin IIA peptide; P26447; S100A4/TAMRA-MyoIIA peptide fluorescence polarization; inhibition, % at 10.7 µM; 360,000 tested, 0.14% active; AID 652163;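 active = mean inhibition of at least 70% across replicates, with every replicate also reaching that level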
Target sequence (P26447 whole entry, looked up): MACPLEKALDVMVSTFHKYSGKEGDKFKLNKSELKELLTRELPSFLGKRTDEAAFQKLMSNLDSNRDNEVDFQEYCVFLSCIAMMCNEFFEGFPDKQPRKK
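Test system – S100A4 monomer (human) · Compound – single-point compound testing · Schedule – 5 min incubation before reading · Probe or stimulus – TAMRA-labelled myosin IIA heavy-chain peptide probe, 5 nM · Benchmarks – neutral control DMSO, positive control TFP · Medium – Calcium-containing HEPES buffer, pH 7.2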
SIRT5 inh: sirtuin-5 (human) deacylase inhibition. Purified SirT5, succinyl-peptide AMC, trypsin-coupled fluorescence. 330,000 tested, 1.1% active. Q9NXA8. inhibition, % at 15 µM; in the data active = inhibition above about 15%
Target sequence (Q9NXA8 whole entry, looked up): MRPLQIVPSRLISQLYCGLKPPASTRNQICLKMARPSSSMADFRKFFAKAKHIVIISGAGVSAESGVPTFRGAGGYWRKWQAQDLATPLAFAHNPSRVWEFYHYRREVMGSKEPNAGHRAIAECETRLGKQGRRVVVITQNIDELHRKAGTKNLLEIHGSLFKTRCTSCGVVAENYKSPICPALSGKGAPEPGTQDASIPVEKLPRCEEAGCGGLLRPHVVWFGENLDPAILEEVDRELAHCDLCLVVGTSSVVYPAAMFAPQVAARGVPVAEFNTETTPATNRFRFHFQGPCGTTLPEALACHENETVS
Cneo AK release: causes C. neoformans cell lysis | adenylate kinase release luminescence, 4 h; normalised: neutral wells 0, clomiphene wells 100 | lysis activity, % at 15 µM | 360,000 tested, 0.2% active;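 active = mean lysis activity across replicates of at least 80%, whatever share of replicates individually reach that level; inactive = mean lysis activity below 80%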
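Assay system: C. neoformans cells. Amount: yeast cell density of 5 × 10^6 cells/mL. Technique: AK luminescence. Buffer or medium: YPD. Times: static 4 h at 37 °C with compound, 1 h detection. Dosing: single-point compound dose. Read-out: lysis from increased AK signal.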
LGR2 inh: inhibitors of bursicon-induced Drosophila LGR2 receptor cAMP signaling; inhibition, % at 9.99 µM; HEK293 LGR2, CRE-luciferase, bursicon-stimulated, 4 h; 380,000 tested, 0.35% active;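 active = drop in luminescence signal, shown as inhibition above about 50% in the replicate tests, limit read from the data, passing the limit was not always enough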;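 note: agonist challenge used bursicon conditioned medium at about half maximal strength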
PGC1a acetyl inh: modulators of PGC1a acetylation. U2OS PGC1a acetylation, AlphaScreen anti-acetyl-lysine; with virally co-expressed GCN5 acetyltransferase. inhibition, % at 15.6 µM. 350,000 tested, 0.17% active. AID 651687;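 active = every replicate shows inhibition of at least 40%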;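 note: 0% = neutral control wells and 100% = positive control wells; some results beyond the cut were filed as inactive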
* = called active by the depositor; x = no result given.

SMILES | Xi reactivation | C2C12 statin | ERAP1 inh | S100A4 MyoIIA | SIRT5 inh | Cneo AK release | LGR2 inh | PGC1a acetyl inh
CCN(CC)S(=O)(=O)c1ccc(N2CCN(C)CC2)c(NC(=O)CN2C(=O)NC3(CCCCC3)C2=O)c1 | -0.2 | 9.4 | 0.6 | 1.8 | 0.7 | 4.2 | -19.8 | -0.5
C/C(CC(=O)NC1CCCCC1)=N\NC(=O)Cc1ccc(-c2ccccc2)cc1 | 0.1 | x | 3.0 | 10.5 | -4.1 | x | 30.4 | -10.4
Cc1noc(C)c1NC(=O)N(C)C[C@@H]1Oc2ccc(NC(=O)Nc3ccc(F)cc3)cc2C(=O)N([C@@H](C)CO)C[C@@H]1C | 0.3 | x | -0.1 | -1.1 | -1.6 | 2.2 | 11.3 | 0.2
O=C(C[C@H]1C=C[C@H](NC(=O)Nc2ccccc2)[C@@H](CO)O1)NCc1ccccn1 | -0.2 | -10.6 | -0.7 | 0.3 | -2.1 | -0.1 | -2.2 | 5.4
Cc1noc(C)c1S(=O)(=O)Nc1ccc2c(c1)C(=O)N([C@@H](C)CO)C[C@H](C)[C@H](CN(C)S(=O)(=O)c1cccs1)OCCCC[C@@H](C)O2 | 0.1 | 20.4 | x | x | x | -0.8 | 9.5 | 4.6
OC[C@@H]1[C@H](c2ccc(-c3ccc(F)cc3)cc2)[C@H](CNC2CCCC2)N1CCC(F)(F)F | 0.0 | x | 1.1 | -8.1 | 1.6 | x | -9.1 | x
Cc1ccc(C(=O)NC2CCCCN(C)C2=O)c(C)c1 (stereo unspecified) | 0.3 | x | -2.9 | 8.5 | x | x | 10.1 | x
CCc1ccc(-n2c(C)cc(/C=N/NC(=O)c3ccncc3)c2C)cc1 | 0.3 | x | 1.9 | -6.5 | 3.0 | x | -4.0 | x
Cc1nnc(NC(=O)CCn2cnc3ccccc3c2=O)s1 | -0.1 | x | -3.1 | 3.0 | 2.5 | x | 0.6 | 6.5
Cc1ccc(Oc2ncnc(N)c2[N+](=O)[O-])cc1 | 0.1 | x | -2.8 | 1.9 | -0.1 | x | 11.7 | 3.3
CC(NC(=O)CN(C)Cc1ccc(Br)cc1)c1ccccc1 (stereo unspecified) | 0.3 | 4.4 | 0.1 | -7.0 | -4.2 | 0.5 | 6.0 | 5.3
Fc1ccc(-c2nnn3c2nc(NCc2ccccc2)c2ccccc23)cc1 | 0.5 | -8.7 | x | -0.9 | -4.4 | -2.4 | -9.2 | -2.6
COc1ccc(/C=C2\SC(=O)N(CC(=O)NC3C=CS(=O)(=O)C3)C2=O)cc1 (stereo unspecified) | 0.1 | 2.5 | -0.2 | -2.0 | -1.7 | -0.3 | 3.5 | 6.4
COc1ccc(C#Cc2cnc3c(c2)C(=O)N([C@H](C)CO)C[C@H](C)[C@H](CN(C)CC2CCOCC2)O3)cc1 | 0.7 | -24.3 | 6.9 | -1.9 | -0.4 | 1.9 | 7.6 | 6.2
O=C(NCc1ccccn1)c1ccc(CNS(=O)(=O)c2cccc(Cl)c2)cc1 | 0.1 | x | -4.0 | 13.4 | 3.7 | 3.8 | -9.4 | 1.5
CN1CCCN(Cc2ccccc2Br)CC1 | 0.1 | -7.6 | 3.4 | -0.2 | 0.2 | 1.7 | 14.4 | x
O=C(O)CNS(=O)(=O)c1ccc2c3c(cccc13)C(=O)N2 | 0.1 | -8.3 | 3.1 | -2.9 | -2.9 | 1.7 | 1.5 | 11.1
C=C(C(=O)Oc1c(C(C)(C)C)cccc1C(C)(C)C)c1ccccc1 | -0.1 | -19.2 | x | -5.6 | x | -2.7 | 6.3 | x
CC(C)C#Cc1ccc([C@@H]2[C@@H](CO)N3C(=O)CN(S(=O)(=O)c4ccccc4)C[C@@H]23)cc1 | 0.0 | x | 2.0 | 3.1 | 9.6 | x | -6.4 | -7.2
CCCc1cc(=O)oc2c(C)c(OCC(=O)N3CCC(C(=O)O)(c4ccccc4)CC3)ccc12 | x | -0.8 | -0.4 | -2.2 | -5.5 | -0.2 | 15.2 | 8.6

Brought forward from above: 2 compounds, followed by the next part.
SMILES | Xi reactivation | C2C12 statin | ERAP1 inh | S100A4 MyoIIA | SIRT5 inh | Cneo AK release | LGR2 inh | PGC1a acetyl inh
CC(C)C#Cc1ccc([C@@H]2[C@@H](CO)N3C(=O)CN(S(=O)(=O)c4ccccc4)C[C@@H]23)cc1 | 0.0 | x | 2.0 | 3.1 | 9.6 | x | -6.4 | -7.2
CCCc1cc(=O)oc2c(C)c(OCC(=O)N3CCC(C(=O)O)(c4ccccc4)CC3)ccc12 | x | -0.8 | -0.4 | -2.2 | -5.5 | -0.2 | 15.2 | 8.6
C[C@H](CO)N1C[C@H](C)[C@@H](CN(C)Cc2ccc3c(c2)OCO3)OCCCC[C@H](C)Oc2ccc(NC(=O)c3ccncc3)cc2C1=O | 0.0 | x | 3.7 | 3.0 | 2.4 | -1.3 | -14.4 | -2.6
Cc1ccc(OCCNC(=O)c2ccc(NC(=O)CC3SC(N4CCCC4)=NC3=O)cc2)cc1 (stereo unspecified) | -0.1 | -5.5 | -1.0 | 4.9 | 0.4 | 1.7 | -7.1 | x
O=C(c1cccc(S(=O)(=O)Nc2ccccc2Cl)c1)N1CCCCCC1 | 0.1 | 14.2 | -2.0 | -2.9 | 3.3 | 2.6 | -0.2 | 9.1
COc1ccc(CN(C)C(=O)C2CSC3(C)CCC(=O)N23)c(OC)c1 (stereo unspecified) | -0.1 | 59.7 | -4.8 | -5.4 | x | 2.5 | -19.8 | 1.0
COc1ccc(NC2CCCN(C(=O)c3ccc(CSC)o3)C2)cc1OC (stereo unspecified) | 0.0 | 7.5 | 3.0 | -4.3 | -2.2 | -0.2 | 12.2 | 7.0
O=C(O)c1ccc(/C=N/Nc2ccc(S(=O)(=O)N3CCCC3)cc2[N+](=O)[O-])cc1 | -0.2 | -17.1 | -4.0 | 20.9 | 0.4 | -0.4 | 13.5 | 3.9
C[C@@H]1CN([C@@H](C)CO)C(=O)c2cc(NC(=O)NC3CCCCC3)ccc2O[C@@H](C)CCCCO[C@@H]1CN(C)CC1CCCCC1 | -0.1 | 3.8 | x | x | x | 48.2 | 2.6 | 6.6
COc1cc(OC)cc(C(=O)Nc2ccc(S(=O)(=O)N3CCOCC3)cc2)c1 | 0.0 | -3.7 | 0.6 | -7.3 | 5.3 | -1.3 | 10.1 | -14.4
CCCNC(=O)NC[C@H]1[C@@H](c2ccc(C3=CCCC3)cc2)[C@@H](CO)N1C(=O)CC | 0.3 | -2.1 | 2.8 | -2.2 | 1.6 | -3.5 | -14.4 | -0.3
CC(C)CNC(=O)c1[nH]c(C(F)(F)F)nc1-c1ccccc1 | 0.0 | 0.3 | -0.2 | -1.3 | -2.1 | 0.6 | 5.8 | -5.9
Cn1c(CSCc2ccc(Cl)c(Cl)c2)n[nH]c1=S | 0.0 | 1.7 | x | x | x | 0.8 | 5.1 | -3.6
COc1ccc(CN(C)C[C@@H]2Oc3ccc(NS(=O)(=O)c4cn(C)cn4)cc3C(=O)N([C@H](C)CO)C[C@H]2C)cc1 | 0.2 | -7.2 | -0.5 | 4.1 | -0.7 | 0.1 | -0.9 | -8.1
Cc1noc(C)c1S(=O)(=O)Nc1ccc2c(c1)CC(=O)N([C@@H](C)CO)C[C@@H](C)[C@H](CN(C)CC1CCCCC1)O2 | 0.1 | 40.8 | 1.2 | -0.2 | 0.7 | 1.5 | 3.4 | 3.7
CN(CC(=O)NC1CC(C)(C)NC(C)(C)C1)S(=O)(=O)c1cc(Cl)ccc1Cl | 0.0 | -3.6 | -0.6 | 0.8 | -3.9 | 0.4 | -19.0 | -1.8
COCC(=O)N1CCC2(CC1)CN(C(=O)CN1CCOCC1)[C@@H](CO)c1c2c2ccc(OC)cc2n1C | 0.0 | x | 1.0 | -26.9 | -0.6 | x | 28.6 | -10.1
CC(C)NC(=O)Nc1ccc2c(c1)C(=O)N([C@H](C)CO)C[C@H](C)[C@H](CN(C)CC1CCCCC1)O2 | 0.4 | -5.9 | -2.5 | -11.1 | -2.2 | -0.3 | -4.2 | x
COc1cccc(NC(=O)N2CCC(NC(=O)C(Cc3cccc(C)c3)NC(C)=O)CC2)c1 (stereo unspecified) | 0.0 | -5.4 | 1.4 | 12.1 | -2.1 | 1.7 | 15.7 | x
CCOC(=O)c1oc2cc(O)c(CC)cc2c(=O)c1-c1ccc2c(c1)OCCO2 | 0.0 | -23.3 | 1.4 | -9.4 | 1.6 | -3.0 | 12.4 | -4.5
Cn1c(N)cc(=O)n(C)c1=S | 0.0 | 3.5 | -0.7 | -6.9 | x | 5.3 | -1.6 | 1.6
C[C@H]1CN([C@@H](C)CO)C(=O)c2cccc(NC(=O)Nc3ccc4c(c3)OCO4)c2O[C@H]1CN(C)Cc1ccccc1 | 0.0 | 42.4 | 4.2 | 5.5 | 2.6 | -2.7 | 13.9 | x
O=C(CSc1ccc(-c2ccccc2)nn1)NC1CCCC1 | 0.1 | 9.5 | -2.7 | -1.3 | -3.5 | -0.3 | -14.1 | 0.4
COc1ccc(NC(=O)c2cc(S(=O)(=O)N3CCc4ccccc43)cn2C)cc1OC | -0.1 | 19.9 | 5.2 | -12.3 | -2.7 | 0.2 | -8.5 | -2.6
O=C(CSCc1nc2c(nnn2Cc2ccc(F)cc2)c(=O)[nH]1)Nc1cccc(C(F)(F)F)c1 | 0.0 | 11.9 | 2.8 | 1.3 | 3.1 | x | -1.6 | 2.2
C[C@]12c3[nH]c4cc(-c5ccco5)ccc4c3CCN1C(=O)[C@@H](CC(=O)NCCc1ccccn1)C[C@@H]2C(=O)N1CCCCC1 | 0.1 | -7.5 | x | 12.4 | -3.9 | -3.7 | -4.5 | x
COc1cccc(/C=C2\SC(=S)N(CC(=O)N(C)C3CCS(=O)(=O)C3)C2=O)c1 (stereo unspecified) | 0.0 | -0.9 | 3.6 | -4.0 | 1.4 | 0.0 | -10.2 | -4.3
Cc1ccccc1N(Cc1ccccc1F)S(C)(=O)=O | x | 20.0 | x | x | x | -3.0 | -17.3 | -51.3
COc1cc(OC)c2c(-c3cccc(-c4ccc(C#N)cc4)c3)cc(=O)oc2c1 | 0.3 | -36.5 | x | 3.0 | -2.7 | 3.1 | 3.9 | -3.7
Cc1noc(C)c1NC(=O)Nc1ccc2c(c1)C(=O)N([C@H](C)CO)C[C@H](C)[C@@H](CN(C)Cc1ccccc1)O2 | 0.0 | -26.9 | 3.6 | -5.4 | 2.7 | 40.1 | 0.9 | x
Cc1noc(C)c1NC(=O)N(C)C[C@H]1Oc2ccc(NC(=O)CCC(F)(F)F)cc2C(=O)N([C@@H](C)CO)C[C@H]1C | 0.0 | 9.4 | -0.4 | 0.7 | -1.3 | -0.7 | -25.0 | -0.9
Cc1nc(C(=O)Nc2ccc(Cl)cc2)sc1C1(C)CC(c2cccc([N+](=O)[O-])c2)=NO1 (stereo unspecified) | 0.0 | 2.2 | 0.4 | -1.1 | x | -2.6 | 4.6 | x
C[C@@H]1CN([C@H](C)CO)C(=O)c2cc(NC(=O)CCCN(C)C)ccc2O[C@@H](C)CCCCO[C@@H]1CN(C)Cc1ccncc1 | 0.0 | -3.9 | 0.5 | 11.3 | -3.3 | 1.1 | 6.8 | -10.3
S=C(NCc1ccco1)N1CCN(c2nc(-c3ccc(Cl)cc3)cs2)CC1 | 0.2 | 14.2 | 2.8 | -4.4 | -2.9 | x | -2.0 | -17.6
COCCn1c(CN2CCN(c3ccc(OC)cc3)CC2)nc2c1c(=O)n(C)c(=O)n2C | x | 0.0 | -2.8 | -0.8 | -5.3 | -2.2 | -6.5 | x

Some of the compounds tested; rates above refer to the full screens.
